p53 reactivator: re-activators of mutant p53 | H1299 p53-A138V BP100-luciferase reporter, luminescence, 24 h | Potency, µM (series often up to 92.2 µM), inactives show at the highest dose activity change, positive = activation, hits mostly activators | 320,000 compounds, 0.063% hits; also: potency is read from the fitted curve at half-maximal effect; % of control where 0% means no effect; nearly all actives have a fitted effect of over 45% in size
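p53-null H1299 cells stably carrying temperature-sensitive p53-A138V and a BP100-luciferase reporter were pinned with compounds (4-point, 1:5 series) and held 24 hrs at 37 deg C. Luminescence was read 10 min after detection reagent.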
PTAP TSG101 blk: blocks PTAP/TSG101 interaction to inhibit HIV-1 budding; Potency, µM (series often up to 115 µM), for inactives: at the highest dose activity change, negative = inhibition, actives largely listed as inhibitors; AID 493005; Fluorescence polarization, FITC-PTAP peptide / Tsg101 binding; 340,000 tested, under 10 active; active = well fitted inhibition curve with a large enough effect in the main read-out, with a control signal flat, not every such curve was filed as active; inconclusive = small, poorly fitted or top-dose-only effect, or effect the other way, or a change in a side signal; inactive = no such curve, though single readings can be large or run the other way; also: potency is read from the fitted curve at half-maximal effect; % of control where 0% means no effect
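Fluorescence anisotropy tracks displacement of a FITC-tagged PTAP peptide (50 nM) from the Tsg101 binding domain (10 uM), following a 20 min room-temperature incubation at pH 7.5.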
B2AR arrestin: beta2AR (human) beta-arrestin recruitment activity. 330,000 compounds, 0.02% hits. P07550. Potency, µM (top dose mostly 46.1 µM), for inactives: at the highest dose activation, usual class: activators. beta-arrestin recruitment to beta2AR, cell-based reporter;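 also: potency is read from the fitted curve at half-maximal effect; 0% = DMSO controls and full agonism = EC100 isoproterenol or metaproterenol; nearly all actives have a fitted effect of over 65% in size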
ELG1 genotoxic: induces genotoxicity in HEK293T cells with luciferase-tagged ELG1. Potency, µM (doses to about 46 µM), for inactives: at the highest dose activity change, positive = activation, hits mostly activators. HEK293T ELG1-luciferase reporter, luminescence, 16 h. 330,000 compounds, 1.3% hits; also: potency is read from the fitted curve at half-maximal effect; % of control where 0% means no effect; nearly all actives have a fitted effect of over 60% in size
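Step 1: seed 2,000 HEK293T ELG1-luciferase cells per well. Step 2: add compound or DMSO, incubate 16 hr at 37 °C. Step 3: ONE-Glo, 30 min at room temperature, read luminescence.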
USP2a block: inhibitors of human ubiquitin-specific protease USP2a | O75604 | USP2 core, Ub-CHOP2 coupled fluorogenic reporter, 485/531 | Potency, µM (highest dose often 38.3 µM), for the others: top-dose activity change, negative = inhibition, usual class: inhibitors | 330,000 compounds, 0.01% hits | AID 463254;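 also: potency is read from the fitted curve at half-maximal effect; plate controls were DMSO wells for no effect and full inhibition by NEM control for full effect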
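Cell-free coupled assay: 10nM USP2 core preincubated 30min RT with compound in Tris-HCl pH 8.0/CaCl2/CHAPS buffer, then 25nM Ub-CHOP2 and 25nM reporter substrate; fluorescence (Ex 485/Em 531) read after 60min RT, normalized to NEM inhibition, concentration-response curves fitted.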
uPA surface inh: cell surface uPA generation inhibition | cell surface uPA generation assay, qHTS | Potency, µM (series often up to 38.3 µM), for inactives: top-dose activity change, negative = inhibition, most hits filed as inhibitors | AID 540303 | 330,000 compounds, 0.31% hits; active = well fitted inhibition curve with a large enough effect; inconclusive = small, poorly fitted or top-dose-only effect; inactive = no such curve, though single readings can be large or run the other way; tested in mouse RAW 264.7 cells; also: potency is read from the fitted curve at half-maximal effect; % is scaled to controls: 0 for no effect and ±100 for the full control effect; nearly all actives have a fitted effect of over 55% in size
TRPV1 ag: agonists of human vanilloid receptor 1 (TRPV1); Q8NER1; TRPV1-expressing cells, Fluo-8 calcium influx, agonist mode; activation, % at 8.33 µM; 320,000 compounds, 0.19% hits; in the data active = activation above about 80%; inconclusive = between about 30% and that limit; also: 0% is about no effect
Target sequence (Q8NER1 whole entry, looked up): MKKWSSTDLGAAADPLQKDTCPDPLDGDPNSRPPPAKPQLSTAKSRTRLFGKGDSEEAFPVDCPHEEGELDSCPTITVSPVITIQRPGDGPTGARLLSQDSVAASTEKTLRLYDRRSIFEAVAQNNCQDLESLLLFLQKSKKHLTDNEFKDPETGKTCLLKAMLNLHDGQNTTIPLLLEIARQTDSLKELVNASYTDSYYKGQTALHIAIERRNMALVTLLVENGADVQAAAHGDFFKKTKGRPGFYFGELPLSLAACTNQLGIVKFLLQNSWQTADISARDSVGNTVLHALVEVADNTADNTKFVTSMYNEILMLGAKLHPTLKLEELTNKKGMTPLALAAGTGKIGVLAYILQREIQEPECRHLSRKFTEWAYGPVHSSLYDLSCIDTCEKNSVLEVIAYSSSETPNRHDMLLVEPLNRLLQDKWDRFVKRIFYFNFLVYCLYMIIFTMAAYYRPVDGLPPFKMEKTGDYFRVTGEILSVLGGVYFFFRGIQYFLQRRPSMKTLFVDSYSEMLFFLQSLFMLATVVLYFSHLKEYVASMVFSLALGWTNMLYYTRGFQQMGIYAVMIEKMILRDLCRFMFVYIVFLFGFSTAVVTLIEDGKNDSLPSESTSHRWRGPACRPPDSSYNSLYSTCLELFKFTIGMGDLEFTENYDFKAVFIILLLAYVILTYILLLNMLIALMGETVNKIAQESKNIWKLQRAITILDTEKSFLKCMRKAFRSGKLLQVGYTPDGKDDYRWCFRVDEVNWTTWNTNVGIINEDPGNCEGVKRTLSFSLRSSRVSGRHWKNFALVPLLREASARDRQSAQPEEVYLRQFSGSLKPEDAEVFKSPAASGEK
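TRPV1-expressing cells were cultured overnight at 35.5C and loaded with Fluo-8 calcium dye for 40 to 90 min at room temperature. After a 10 s baseline, compound was added and calcium influx was read kinetically for 3 min (ex 480/em 520 nm).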
Eya2 inh: inhibitors of human Eya2 phosphatase activity; O00167; recombinant Eya2, OMFP fluorescence dephosphorylation (OMFP is methylfluorescein phosphate); Potency, µM (highest dose often 76.9 µM), inactives show at the highest dose activity, negative = inhibition, hits mostly inhibitors; 330,000 compounds, 0.006% hits; AID 488837; also: potency is read from the fitted curve at half-maximal effect; % is scaled to controls: 0 for no effect and ±100 for the full control effect
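Eya2 protein (added as 0.2 uM solution) was preincubated with compound for 10 min at ambient temperature in 50 mM HEPES pH 7.5, 50 mM NaCl, 5 uM MgCl2, 0.05% BSA, 1 mM DTT. OMFP (added at 50 uM) then reacted 10 min; fluorescence read at 485/525 nm.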
a7 integrin act: activators of alpha7 integrin expression for muscular dystrophy | AID 624291 | 350,000 compounds, 0.064% hits | alpha7betagal myoblasts, beta-gal FDG fluorescence, 48 h | Potency, µM (doses to about 38.3 µM), for the others: at the highest dose activation, hits mostly activators;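 also: potency is read from the fitted curve at half-maximal effect; 100% = response of the positive control SU9516; nearly all actives have a fitted effect of over 60% in size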
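alpha7betagal+/- myoblasts (passage 13, 250/well) treated 48 h at 37C with compounds at 1:260 dilution of DMSO stock. Lysed, then beta-galactosidase activity read as FDG fluorescence (ex 480/em 540) after 30 min, with pre-read for autofluorescence.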
BRCA1 expr up: increases BRCA1 expression. MCF7-BRCA1-FFLuc reporter, luminescence, 48 h; response scale: scaled: vehicle 0%, 10 µM genistein 100%. 380,000 compounds, 1.1% hits. Potency, µM (titrated, usually from 46.1 µM), for inactives: top-dose activation, hits mostly activators; also: potency is read from the fitted curve at half-maximal effect; nearly all actives have a fitted effect of over 80% in size; some results filed as inactive show a strong effect at the top dose
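MCF7-BRCA1-FFLuc, 2000 cells/well; 2 h attach, 37 °C/5% CO2; compound 48 h; luciferase substrate 15 min; luminescence end-point. Norm. to genistein 10 microM max activation and DMSO; concentration-response curves fitted.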
ASM inhibitor: inhibitors of human secretory acid sphingomyelinase; placental ASM, HMU-PC fluorogenic substrate, 60 min; P17405; 340,000 compounds, 0.006% hits; Potency, µM (top dose mostly 57.5 µM), for inactives: top-dose activity change, negative = inhibition, hits mostly inhibitors; also: potency is read from the fitted curve at half-maximal effect
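qHTS format. ASM enzyme prepared from human placenta hydrolyses the fluorogenic substrate HMU-PC0 (9 uM final) over 60 min at 37 °C after a 10 min compound preincubation.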
* = called active by the depositor; ? = inconclusive; nt = no result given; [ ] = dose if it differs, or a comment. Unless noted, calls follow the shape of the dose curve; as a rule, active = well fitted curve in the direction sought with a large enough effect; inconclusive = small, poorly fitted or top-dose-only effect, or another doubt; inactive = no such curve, though single readings can be large; an effect the other way counts as inactive or inconclusive. Hits appear at their usual frequency; 2.6% or so of the library scored in one or more.

SMILES	p53 reactivator	PTAP TSG101 blk	B2AR arrestin	ELG1 genotoxic	USP2a block	uPA surface inh	TRPV1 ag	Eya2 inh	a7 integrin act	BRCA1 expr up	ASM inhibitor
O=C(CCN1CCCCC1)Nn1c(=S)[nH]c2ccccc2c1=O	10.4%	-1.7%	-0.5%	0.1%	-8.5%	0.4%	-8.9	-5.4%	0.0%	-6.9%	7.5%
COc1ccc(CCNC(=O)c2ccc(CS(=O)(=O)c3ccc(Cl)cc3)o2)cc1OC	-1.6%	-6.6%	-0.1%	-16.9%	1.9%	nt	25.3	-4.6%	22.5%	-79.4%	2.5%
COc1cc(/C=N\NC(=O)c2ccc(C)nc2)ccc1OC(=O)c1cccc(F)c1	4.8%	-9.2%	0.6%	-0.9%	2.5%	4.4%	0.6	3.7%	-4.6%	4.4%	-4.4%
Cc1ccc(NC(=O)c2ccc(Cl)c(S(=O)(=O)N3CCCC3)c2)nc1	14.9%	-1.2%	0.3%	-5.4%	-1.8%	-0.8%	?	-16.9%	-33.1%	0.4%	-2.2%
Cc1ccc(C(=O)OCC(=O)Nc2cccc(S(=O)(=O)N3CCCCC3)c2)o1	-0.9%	-5.3%	0.4%	-0.1%	-0.3%	-10.7%	13.7	-2.9%	?	-5.8%	2.2%
O=C(CSc1nnc(-c2ccc(F)cc2)o1)N1CCCC1	16.6%	1.9%	0.1%	?	0.6%	3.2%	1.0	-5.2%	-14.9%	?	2.3%
O=C(Nc1nc2c(Br)cc(Br)cc2c(=O)s1)c1ccco1	1.6%	-2.6%	-0.9%	2.2%	-0.1%	-4.1%	-0.8	-12.8%	-10.5%	-32.6%	2.4%
COc1cccc(NC(=O)COc2cc(O)c3c(c2)OC(C)(C)CC3=O)c1	10.6%	2.1%	-0.2%	12.2%	0.6%	-9.2%	20.1	0.0%	-5.6%	0.3%	-3.3%
O=C(NCc1ccco1)c1cccn2c(=O)c3cc4ccccc4cc3nc12	7.5%	nt	-1.0%	?	2.7%	nt	0.6	0.9%	nt	nt	nt
CCn1nc(CC(=O)Nc2nnc(CC(=O)N3CCCC3)s2)c2ccccc2c1=O	-2.2%	1.4%	0.3%	3.7%	-1.9%	1.9%	-0.9	-2.8%	1.4%	-1.8%	-0.8%
COc1ccc(N=C2SC(CC(=O)Nc3ccc(OC)cc3OC)C(=O)N2C)cc1 (configuration not stated)	-9.3%	-3.9%	0.2%	-1.7%	-1.2%	nt	-0.8	5.6%	-11.3%	-24.4%	-2.0%
O=C(OCc1cncs1)c1ccccc1Cl	1.4%	0.4%	-0.1%	0.2%	-1.4%	-1.9%	7.4	14.2%	37.2%	1.2%	4.6%
CCC/C(O)=C1\C(=O)CC(c2ccccc2)CC1=NC(C)C(=O)O (configuration not stated)	6.9%	-2.8%	-0.1%	1.9%	3.8%	-2.8%	-5.0	2.7%	16.1%	-5.5%	4.8%
COc1ccc(-c2nc(CC(=O)O)cs2)cc1	1.6%	-6.8%	-0.7%	3.2%	1.1%	2.4%	2.1	0.2%	4.9%	-6.3%	1.1%
O=C(/C=C/c1ccc(Cl)c([N+](=O)[O-])c1)Nc1cccnc1	?	1.7%	0.0%	7.4%	-1.0%	-4.9%	?	-33.2%	15.0%	29.3%	-1.3%
c1ccc2c(c1)oc1c(N3CCOCC3)ncnc12	?	-8.4%	-0.5%	?	4.0%	6.3%	10.7	-3.4%	0.0%	-8.7%	2.8%
CCCCOc1ccc(Cc2c(O)nc(SC)[nH]c2=O)cc1	nt	-1.7%	0.4%	0.1%	1.3%	-1.7%	2.1	9.5%	9.9%	-8.9%	-1.9%
Cn1c(SCC(=O)c2ccc(O)c(O)c2)nnc1-c1cccs1	-6.1%	1.1%	2.9%	-5.1%	-1.6%	-19.2%	2.3	-3.8%	-22.9%	-12.2%	-1.3%
CCS(=O)(=O)N1CCC(C(=O)NCCc2ccc(OC)c(OC)c2)CC1	-9.6%	-2.1%	-0.2%	-0.1%	-4.3%	8.4%	0.0	-12.3%	12.9%	24.9%	5.7%
C(=N\c1nc2ccccc2n1CCN1CCCCC1)/c1ccc2c(c1)OCO2	5.9%	-0.3%	-1.0%	2.5%	-1.0%	-4.0%	-2.2	-3.2%	19.8%	-5.5%	-1.9%
O=C(Nc1cc(Cl)ccc1Oc1ccccc1)c1cnccn1	-0.6%	-0.9%	0.4%	7.5%	1.3%	-1.4%	21.3	18.8%	16.2%	14.4%	-0.2%
O=C(CCNC(=O)N1CCn2c1nc1ccccc12)NCc1ccccc1	6.5%	-2.3%	0.0%	7.3%	3.6%	7.5%	2.7	-4.2%	0.0%	-4.0%	1.7%
CC(C)NC(=O)N1CC(c2ccccc2)C(c2ccc(Cl)cc2)=N1 (configuration not stated)	5.2%	-1.4%	-0.7%	-2.7%	-2.1%	5.3%	?	?	0.0%	-14.8%	-11.2%
COC(=O)c1cccc(C(=O)N2CCCC(C(=O)c3cc(F)ccc3F)C2)c1 (configuration not stated)	-5.7%	-1.4%	0.3%	-13.7%	-0.6%	-2.1%	15.2	-6.9%	-17.9%	-18.5%	1.3%
O/N=C\c1cnc(N2CCN(c3ccccc3)CC2)s1	25.1%	-5.8%	0.0%	?	-0.2%	-5.5%	7.3	4.8%	8.4%	?	1.6%
CN(C)CCCn1cnc2c(c1=N)C(c1ccccc1)c1ccc3ccccc3c1O2 (configuration not stated)	-11.8%	-1.7%	0.1%	-17.2%	-1.1%	-5.3%	3.4	1.4%	-59.8%[inhibitor]	-93.5%	-5.4%
Cc1ccc(NC(=O)c2c([N+](=O)[O-])c(C(C)(C)C)nn2C)c(C)c1	-14.2%	-0.4%	0.3%	-2.5%	0.2%	-8.5%	?	-0.1%	11.4%	-0.1%	-1.0%
CC(=O)NS(=O)(=O)c1ccc(NC(=O)CCC(=O)Oc2ccc(C)cc2)cc1	-1.1%	-3.0%	-0.3%	0.1%	-1.9%	6.3%	-5.4	-18.9%	22.2%	-1.5%	3.1%
CCOc1ccc(NC(=O)C2CCCN(c3c(CC)c(C)nc4ncnn34)C2)cc1 (configuration not stated)	-9.2%	-1.7%	0.2%	-11.8%	1.8%	8.2%	-0.9	7.5%	11.4%	-11.0%	-3.4%
CCOC(=O)C1=C(C)NC(=O)NC1c1ccc(OC(=O)c2ccco2)c(OC)c1 (configuration not stated)	-12.3%	-0.8%	0.7%	-0.3%	-0.4%	9.7%	-3.4	2.3%	-7.0%	-0.3%	-1.8%
Cc1ccccc1NC(=O)Cc1nnc(SCc2ccc(Cl)c(Cl)c2)n1C	-7.8%	-1.1%	0.3%	0.0%	-0.9%	nt	-4.7	5.0%	13.6%	-1.2%	-0.5%
Cc1nn(-c2cc(C(F)(F)F)ccc2Cl)c2nc(C(F)(F)F)[nH]c(=O)c12	4.2%	-2.3%	-0.2%	-6.9%	5.7%	17.1%	1.4	0.7%	-27.0%	20.4%	0.4%

Rewritten as labelled records: part of the list above
> CCOC(=O)C1=C(C)NC(=O)NC1c1ccc(OC(=O)c2ccco2)c(OC)c1 (configuration not stated)
- p53 reactivator: -12.3%
- PTAP TSG101 blk: -0.8%
- B2AR arrestin: 0.7%
- ELG1 genotoxic: -0.3%
- USP2a block: -0.4%
- uPA surface inh: 9.7%
- TRPV1 ag: -3.4
- Eya2 inh: 2.3%
- a7 integrin act: -7.0%
- BRCA1 expr up: -0.3%
- ASM inhibitor: -1.8%

> Cc1ccccc1NC(=O)Cc1nnc(SCc2ccc(Cl)c(Cl)c2)n1C
- p53 reactivator: -7.8%
- PTAP TSG101 blk: -1.1%
- B2AR arrestin: 0.3%
- ELG1 genotoxic: 0.0%
- USP2a block: -0.9%
- uPA surface inh: nt
- TRPV1 ag: -4.7
- Eya2 inh: 5.0%
- a7 integrin act: 13.6%
- BRCA1 expr up: -1.2%
- ASM inhibitor: -0.5%

> Cc1nn(-c2cc(C(F)(F)F)ccc2Cl)c2nc(C(F)(F)F)[nH]c(=O)c12
- p53 reactivator: 4.2%
- PTAP TSG101 blk: -2.3%
- B2AR arrestin: -0.2%
- ELG1 genotoxic: -6.9%
- USP2a block: 5.7%
- uPA surface inh: 17.1%
- TRPV1 ag: 1.4
- Eya2 inh: 0.7%
- a7 integrin act: -27.0%
- BRCA1 expr up: 20.4%
- ASM inhibitor: 0.4%

From PubChem
